# Screens as filed in PubChem BioAssay.
# HIV Rev-RRE inh – HIV-1 Rev-RRE binding inhibitors, primary screen, biochemical, FRET, protein-RNA interaction; AID 704, 2007; 97,000 tested, 0.79% active; P05866; Rev peptide-RRE RNA binding; inhibition, % at 8 µM;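 active = inhibition above the screen-wide mean plus 3 SD, cut at about 35% in these data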;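 note: 0% = median DMSO wells and 100% = median Neomycin B control wells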
# Target sequence (P05866 whole entry, looked up): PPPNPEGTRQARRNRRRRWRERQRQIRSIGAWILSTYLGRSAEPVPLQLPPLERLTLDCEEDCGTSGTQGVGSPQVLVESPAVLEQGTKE
#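 Probe or stimulus: fluorescein-Rev peptide as binding partner; assay system: Cy5-tagged RRE RNA duplex with fluorescein-tagged Rev peptide; timing: 5 min compound–RNA preincubation, then 15 min with peptide, 25 °C; medium: HEPES pH 7.5 buffer with KCl, MgCl2, NaCl and EDTA; signal: fluorescein-to-Cy5 FRET, 480 nm excitation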
# CYP2C9 activ – human CYP2C9 activators, primary screen, biochemical, luminescence; recombinant CYP2C9, luciferin-H conversion; stronger effect = higher value; factor 1 = untreated enzyme, 0 = blocked; activation factor at 5 µM; 96,000 tested, 1.4% active;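 active = activation factor of 2 or more for CYP2C9 at a 5 µM dose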;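 note: 0 = sulfaphenazole-blocked wells and 1 = vehicle-only wells; values of inactives mirror those of a sister screen read the other way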
# Target sequence (P11712 whole entry, looked up): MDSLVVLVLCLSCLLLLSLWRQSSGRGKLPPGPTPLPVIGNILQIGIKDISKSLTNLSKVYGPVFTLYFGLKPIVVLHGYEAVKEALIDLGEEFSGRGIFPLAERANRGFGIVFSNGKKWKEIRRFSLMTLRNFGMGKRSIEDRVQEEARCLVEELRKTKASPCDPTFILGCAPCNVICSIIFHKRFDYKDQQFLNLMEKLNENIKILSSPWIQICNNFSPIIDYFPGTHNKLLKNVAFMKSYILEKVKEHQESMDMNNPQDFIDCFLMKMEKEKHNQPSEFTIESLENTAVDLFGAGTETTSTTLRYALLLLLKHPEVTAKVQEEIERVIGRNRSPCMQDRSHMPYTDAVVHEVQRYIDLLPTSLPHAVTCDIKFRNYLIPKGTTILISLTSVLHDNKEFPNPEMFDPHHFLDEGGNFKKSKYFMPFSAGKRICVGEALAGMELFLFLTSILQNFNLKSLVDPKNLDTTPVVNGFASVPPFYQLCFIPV
# PLK1 PBD inh – Plk1 polo box domain binding inhibitors, primary screen, biochemical, fluorescence polarization | Serine/threonine-protein kinase PLK1 (Homo sapiens), P53350 | Plk1 PBD phosphopeptide binding | inhibition, %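 (tested at about 20 µM)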 | 97,000 tested, 0.13% active | AID 693, 2007; in the data active = inhibition above about 34%, passing the limit was not always enough
# PLK1 inh – human PLK1 kinase inhibitors, primary screen, biochemical, TR-FRET. recombinant PLK1 kinase, TR-FRET peptide phosphorylation. inhibition, % at 10 µM. 97,000 tested, 0.53% active. AID 619, 2007. Serine/threonine-protein kinase PLK1 (Homo sapiens), P53350;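 active = inhibition of 50% or more in the single-concentration screen; inactive = inhibition below 50%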;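 note: 0% = DMSO max control and 100% = H-89 dihydrochloride min control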
# CYP2C9 inh – blockers of cytochrome P450 2C9 activity – biochemical, luminescence, ADME assay, primary screen; P11712; CYP2C9 Supersomes, luciferin-H conversion; inhibition, % at 5 µM; 96,000 tested, 20% active; AID 777, 2007;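 active = blocking of liver enzyme CYP2C9 beyond about 50% at 5 µM, limit read from the data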; note: values of inactives mirror those of a sister screen read the other way
# Calb biofilm kill – clotrimazole potentiators killing Candida biofilms, primary screen, with clotrimazole, Alamar Blue; C. albicans biofilm + clotrimazole; inhibition, % at 6 µM; 85,000 tested, 0.14% active;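 active = inhibition above 20%; inactive = inhibition below 20%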;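 note: preformed 24 hr biofilms exposed to compound for 48 hr; 0% = biofilm without compound and 100% = blank killed by clotrimazole plus chlorhexidine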
# EphB4 antag – EphB4-ephrin-B2 interaction antagonists, primary screen, biochemical, TNYL-RAW peptide probe, fluorescence polarization; 97,000 tested, 0.15% active; EphB4 LBD / TNYL-RAW-Alexa532 peptide; inhibition, % at 7 µM;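 active = inhibition above the screen-wide mean inhibition plus 3 SD, cut at about 15% in these data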;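 note: 0% = DMSO wells and 100% = excess unlabeled TNYL-RAW peptide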
# PTPN22 inh 2 – PTPN22 phosphatase inhibitors, primary screen, biochemical, DiFMUP fluorescence, 2 µM; inhibition, % at 2 µM; 96,000 tested, 0.21% active; recombinant LYP catalytic domain; AID 640, 2007; Tyrosine-protein phosphatase non-receptor type 22 (Homo sapiens), Q9Y2R2;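 active = inhibition at 2 µM at or above a set limit, the screen mean plus 3 SD, cut at about 24% in these data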;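 note: 0% = DMSO with enzyme and 100% = enzyme fully blocked by orthovanadate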
# PTPN22 act – LYP phosphatase activators, primary screen, biochemical, DiFMUP fluorescence, 2 µM; Tyrosine-protein phosphatase non-receptor type 22 (Homo sapiens), Q9Y2R2; recombinant LYP; 0 = plate median, 100 = signal doubled; activation, % at 2 µM; 96,000 tested, 0.11% active; AID 697, 2007;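 active = activation at 2 µM above a set limit, the mean plus 5 SD, cut at about 37% in these data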
# Active calls of the source: *; / = not tested or not shown; & = joins results of further samples. Not all compounds are listed, so the mix of outcomes need not match the whole.
canonical_smiles	HIV Rev-RRE inh	CYP2C9 activ	PLK1 PBD inh	PLK1 inh	CYP2C9 inh	Calb biofilm kill	EphB4 antag	PTPN22 inh 2	PTPN22 act
CC1CN=C(NCc2ccccc2)S1 (configuration not stated)	6	1.1	-6	-13	-6	2	2	-14	14
CC(N=Cc1c(O)[nH]c(=O)[nH]c1=O)c1ccccc1 (configuration not stated)	3	0.8	-12	-8	18	7	-1	-1	-3
CCCCN1C(=O)NC(=O)/C(=C/c2cnc(SC)nc2)C1=O	26	1	-14	-8	1	/	-7	4	-1
COc1ccc(OP(=O)(Nc2ccccc2)Nc2ccccc2)cc1	5	0.3	-6	-12	69*	/	1	-6	9
Cc1ccc(C2NC(=S)NC(c3ccc(C)cc3)C23C(=O)NC(=O)NC3=O)cc1 (configuration not stated)	4	1.1	-16	-12	-11	/	5	6	0
C/C(Cl)=C/CC1(CN2CCCC2=O)C(=O)NC(=O)NC1=O	9	1	2	-2	-4	-4	-1	1	-3
Cc1nc2sccc2c(=O)n1-c1ccccc1Cl	5	0.9	31	-10	10	/	-4	4	-1
O=C1C2CCCN2C(c2ccc(Cl)cc2)N1c1ccccn1 (configuration not stated)	5	1.1	-1	-15	-10	0	-7	4	-6
COc1cc(C)c(CN2CCN(c3ccccc3)CC2)cc1C	3	0.9	2	-5	6	/	-2	9	-9
c1ccc(CN2CCN(Cc3ccc4c(c3)OCCO4)CC2)cc1	5	1	-16	-2	0	/	-2	8	-5
CN1CCN(C(=O)COc2ccc(C(C)(C)C)cc2Br)CC1	10	1.2	-1	-35	-18	8	-4	4	-2
Cn1cccc1CN1CCN(C(=O)COc2ccccc2)CC1	4	1	-10	-7	1	1	13	5	-6
O=C1c2ccccc2C(=O)N1Cc1nc2ccccc2c(=O)n1-c1ccc(Br)cn1	8	0.6	-17	0	42	6	-5	-11	7
CC(=NC1CCN(Cc2ccccc2)CC1)c1c(O)n(C)c(=O)n(C)c1=O	11	0.8	15	26	17	-5	0	0	-2
CCOC(=O)C1C(=O)N(C)C2(C)CC1c1ccccc1O2 (configuration not stated)	9	1	9	-9	2	4	2	-1	1
CCCCNC(=O)Nc1ccc(C(O)(C(=O)OC)C(F)(F)F)cc1 (configuration not stated)	2	0.7	-25	-9	26	5	-1	0	-1
O=C(NC(c1ccc(Cl)cc1)P(=O)(Oc1ccccc1)Oc1ccccc1)OCc1ccccc1 (configuration not stated)	13	/	1	-17	/	6	-4	8	-2
CCCCOP(=O)(OCCCC)/C(C#N)=C(/C)O	-2	0.8	-20	11	19	4	-4	-9	9
CCN(CC)CCCNC(=O)c1c(O)c2ccccc2n(Cc2ccccc2)c1=O	3	1.1	-12	-6	-6	10	5	24*	-22
CCC(C)NC(=O)c1c(N)n(Cc2ccc3c(c2)OCO3)c2nc3ccccc3nc12 (configuration not stated)	12	0.3	-4	2	67*	/	-1	1	-3
CN(C)c1nc(-c2ccccc2)[n+](C)s1	6	0.8	9	-20	18	20	-7	-14	11
CCOC(=O)c1c(N)n(Cc2ccc(OC)cc2)c2nc3ccccc3nc12	10	0.7	-15	-3	32	7	4	6	-6
CCC(=NCCO)c1c(O)n(-c2ccccc2)c(=O)[nH]c1=O	2	1	15	3	-4	1	13	-10	10
COCCOC(=O)C1=C(N)OC(C)=C(C(=O)OC)C12C(=O)Nc1ccccc12 (configuration not stated)	6	1	-37	0	4	6	-5	1	-4
O=C1CCCC2=C1C(c1cccnc1)Nc1ccccc1N2 (configuration not stated)	1	0.9	-25	-6	11	-1	2	2	-2
CC(C)C(=O)c1cn(Cc2ccc(C#N)cc2)c2ccccc12	9	/	-6	-5	/	7	3	1	-5
Cc1cc(C)c(C2=NOC(O)(C(F)(F)F)C2)c(=O)[nH]1 (configuration not stated)	9	1	10	-3	2	4	4	-5	4
CCN1C(=O)c2ccccc2Sc2ccc(C(=O)N3CCC4(CC3)OCCO4)cc21	3	0.2	22	4	83*	8	-4	-3	0
Fc1ccc2c(c1)nnn2C1CCN(Cc2c(Cl)cccc2Cl)CC1	3	/	-14	-10	/	1	0	9	-9
CCn1c(O)c(C=NCc2cccs2)c(=O)[nH]c1=O	9	1.1	-27	-2	-7	-6	-3	0	-5
O=C(NCC(c1cccnc1)N1CCN(c2ccccc2)CC1)Oc1ccccc1 (configuration not stated)	3	/	17	-10	/	2	5	-2	2
CCOC(=O)C1C(=O)N(C)C2(C)CC1c1cc(OC)ccc1O2 (configuration not stated)	-2	1.1	-6	0	-7	9	-7	-5	4
CN1C2C=C(N(C(=O)c3ccc(Cl)cc3)c3ccccc3)CC1CC2 (configuration not stated)	-3	0.9	6	-12	7	9	0	5	-6
COC(=O)C[C@]1(C(=O)OC)CN(C#N)N(c2ccc(Cl)cc2)C12c1ccccc1-c1ccccc12	0	/	-9	-14	/	7	-1	3	-4
CCOC(=O)C1CCN(/C=C2/C(=O)NC(=O)N(c3ccc(OCC)cc3)C2=O)CC1	12	0.6	-12	-4	44	6	-4	-1	-2
CCN(CC)Cc1c[nH]c2ccccc12	5	1.1	2	-4	-9	6	-4	5	-4
CN1CC=C2C(C#N)=C(N)C(C#N)(C#N)C(c3ccncc3)C2C1 (configuration not stated)	36	0.8	-12	-2	20	-1	2	3	-4
O=c1[nH]c(N2CCN(Cc3ccc4c(c3)OCO4)CC2)nc2c1CCC2	9	1	-21	-7	2	-4	-3	8	-9
Cc1cccc(-n2c(O)c(C=NCc3cccnc3)c(=O)[nH]c2=O)c1C	7	1	-12	-3	0	6	-4	-2	0
COc1ccc(CCN(C)Cc2ccc(F)cc2F)cc1OC	-2	1.1	-9	-4	-8	9	-2	-5	5

# Copied from the listing (7 entries):
canonical_smiles	HIV Rev-RRE inh	CYP2C9 activ	PLK1 PBD inh	PLK1 inh	CYP2C9 inh	Calb biofilm kill	EphB4 antag	PTPN22 inh 2	PTPN22 act
CCOC(=O)C1C(=O)N(C)C2(C)CC1c1cc(OC)ccc1O2 (configuration not stated)	-2	1.1	-6	0	-7	9	-7	-5	4
CN1C2C=C(N(C(=O)c3ccc(Cl)cc3)c3ccccc3)CC1CC2 (configuration not stated)	-3	0.9	6	-12	7	9	0	5	-6
COC(=O)C[C@]1(C(=O)OC)CN(C#N)N(c2ccc(Cl)cc2)C12c1ccccc1-c1ccccc12	0	/	-9	-14	/	7	-1	3	-4
CCOC(=O)C1CCN(/C=C2/C(=O)NC(=O)N(c3ccc(OCC)cc3)C2=O)CC1	12	0.6	-12	-4	44	6	-4	-1	-2
CCN(CC)Cc1c[nH]c2ccccc12	5	1.1	2	-4	-9	6	-4	5	-4
CN1CC=C2C(C#N)=C(N)C(C#N)(C#N)C(c3ccncc3)C2C1 (configuration not stated)	36	0.8	-12	-2	20	-1	2	3	-4
O=c1[nH]c(N2CCN(Cc3ccc4c(c3)OCO4)CC2)nc2c1CCC2	9	1	-21	-7	2	-4	-3	8	-9

# Carrying on:
canonical_smiles	HIV Rev-RRE inh	CYP2C9 activ	PLK1 PBD inh	PLK1 inh	CYP2C9 inh	Calb biofilm kill	EphB4 antag	PTPN22 inh 2	PTPN22 act
CCCN(CC#CCO)CCC	5	/	-1	7	/	/	-2	-22	17
CC(C(=O)Nc1ccc(Br)cc1C(=O)c1ccccc1)N1CCCCC1 (configuration not stated)	10	0.9	-13	-1	6	/	3	-7	11
Cc1oc(-c2cccs2)nc1CSCC(=O)N1CCC2(CC1)OCCO2	-3	1.1	-24	-3	-14	7	-10	-2	-1
CC(=NCc1cccnc1)c1c(O)n(-c2ccccc2)c(=O)[nH]c1=O	7	0.8	2	-4	17	5	0	0	3
CC(C)CCOC(=O)c1c(N)n(CC2CCCO2)c2nc3ccccc3nc12 (configuration not stated)	10	0.9	11	-10	11	4	1	7	-4
CCS(=O)(=O)N1CCCC(C(=O)N2CCC3(CC2)OCCO3)C1 (configuration not stated)	7	0.9	-2	-12	15	5	2	12	-12
NCC(CC(=O)O)c1ccc(Cl)cc1 (configuration not stated)	8	1.2	8	-3	-15	4&7	3	1	-4
CC(C)NS(=O)(=O)c1ccc(OCC(=O)N2CCN(Cc3ccc4c(c3)OCO4)CC2)c(Cl)c1	0	0.8	3	-9	18	2	-2	0	-3
O=C(c1ccccc1)c1cn(CC(=O)N2CCOCC2)c2ccccc12	2	0.5	-24	-11	53*	4	2	-6	-2
O=C1NC(=O)C(CCc2ccccn2)(Cc2ccc3c(c2)OCO3)C(=O)N1CCc1ccccc1 (configuration not stated)	3	0.7	-7	-9	31	2	-3	-1	4
Cn1c(O)c(C=NC2CC(C)(C)NC(C)(C)C2)c(=O)n(C)c1=O	5	0.8	-3	-7	15	9	0	-2	0
CC(=NCCN1CCOCC1)c1c(O)n(-c2ccccc2C)c(=O)[nH]c1=O	6	1.1	3	-4	-12	/	4	4	-4
O=P(O)(O)Cc1ccccc1OP(=O)(c1ccccc1)c1ccccc1	0	0.9	7	-3	11	-6	-4	1	-1
CC(C)(C)OC(=O)c1c(N)n(Cc2ccco2)c2nc3ccccc3nc12	33	0.2	-8	-13	84*	4	1	-9	9
CCN(CC)C(=O)c1ccc(NC(=O)c2cc(-n3cnnc3)ccc2Cl)cc1	5	0.7	4	-12	33	-1	-3	5	-4
CC1=CC(C)C(COC(N)=O)(COC(N)=O)C(C)C1 (configuration not stated)	2	0.9	-16	2	7	7	-11	-3	1
COc1ccc(C2(C#N)CC[N+](C)(C)CC2)cc1	4	1.1	-4	-9	-6	/	2	6	-3
O=C(NCc1ccccn1)c1ccccc1Cl	7	1.1	30	-8	-9	0	-3	-5	5
O=C1N(CN2CCOCC2)c2ccccc2C1(O)c1c[nH]c2ccccc12 (configuration not stated)	4	1	29	-1	2	8	-11	-10	9
CN(C)CCc1nc2ccccc2c(=O)n1-c1ccccc1	0	1	-6	-8	2	1	-4	6	-10
CC(C)Cn1cc(C(=O)N2CCC3(CC2)OCCO3)c2c3ccccc3n(C)c2c1=O	6	0.8	-10	-10	19	5	-12	3	-4
CN1CCCC(C(=O)c2ccccc2)C1 (configuration not stated)	7	1	-9	-3	-3	-1	4	-1	3
O=C(c1ccccc1F)c1cn(CC(=O)N2CCOCC2)c2ccccc12	-1	0.7	-25	-2	28	5	-7	-3	5
CCCc1nc2ccccc2c(=O)n1-c1ccccc1OC	3	0.9	-2	-11	9	3	-8	-8	8
Clc1cccc(N2CCNCC2)c1Cl	0	/	2	-2	/	9	2	-8	9
